Mcl1-Bid inh = Mcl-1/Bid binding inhibitors, primary screen, biochemical, TR-FRET, 1536-well; Induced myeloid leukemia cell differentiation protein Mcl-1 (Homo sapiens), Q07820; TR-FRET Mcl-1/Bid-Dy647 peptide binding; inhibition, % at 21.7 µM; actives 0.97% (n = 220,000);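 active means compounds that cut the binding signal by more than half at the single screening dose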;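 further: His-tagged Mcl-1 with europium anti-His antibody binding Bid BH3 peptide; 0% = Mcl-1 plus peptide wells and 100% = peptide-only wells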
Target sequence (Q07820 whole entry, looked up): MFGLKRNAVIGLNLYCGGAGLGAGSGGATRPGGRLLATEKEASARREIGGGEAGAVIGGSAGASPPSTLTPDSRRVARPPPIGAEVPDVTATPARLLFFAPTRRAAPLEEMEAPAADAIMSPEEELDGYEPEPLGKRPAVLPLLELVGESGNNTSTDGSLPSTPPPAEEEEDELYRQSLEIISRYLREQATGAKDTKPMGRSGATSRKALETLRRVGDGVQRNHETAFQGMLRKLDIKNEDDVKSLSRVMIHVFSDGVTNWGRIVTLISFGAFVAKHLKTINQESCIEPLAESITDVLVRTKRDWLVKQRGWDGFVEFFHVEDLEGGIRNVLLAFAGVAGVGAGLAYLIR
Bcl-2 Bim block = inhibitors of Bim-Bcl-2 binding, primary screen, biochemical, multiplexed, human Bcl-2 family; AID 950, 2007; actives 0.06% (n = 190,000); inhibition, % at 10 µM; Bead-based flow cytometry, Bim peptide-Bcl-2 binding; in the data active means inhibition above about 40%; inconclusive means no clear call, values can overlap the other calls;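 further: 0% = no compound wells with probe peptide and 100% = reference peptide inhibitor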
Bcl-XL Bim block = inhibitors of Bim-Bcl-XL binding, primary screen, biochemical, multiplexed, bead flow cytometry, human Bcl-XL. Bim peptide-Bcl-XL binding, fluorescence. inhibition, % at 10 µM. actives 0.04% (n = 190,000)
Target sequence (Q07817 whole entry, looked up): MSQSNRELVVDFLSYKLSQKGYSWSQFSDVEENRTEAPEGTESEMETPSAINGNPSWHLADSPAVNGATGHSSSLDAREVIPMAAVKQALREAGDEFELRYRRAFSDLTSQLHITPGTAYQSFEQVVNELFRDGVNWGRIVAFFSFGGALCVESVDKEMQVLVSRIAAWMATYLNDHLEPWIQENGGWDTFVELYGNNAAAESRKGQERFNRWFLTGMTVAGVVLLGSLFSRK
Bcl-B Bim block = inhibitors of Bim-Bcl-B binding, primary screen, biochemical, multiplexed, human Bcl-2 family; bead-based flow cytometry, Bim peptide-Bcl-B binding; inhibition, % at 10 µM; actives 0.073% (n = 190,000); AID 951, 2007;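 further: 0% = tracer peptide without compound and 100% = reference inhibitor peptide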
Bim-Bfl-1 = inhibitors of Bim binding to Bfl-1, primary screen, biochemical, multiplexed, bead-based flow cytometry; AID 1008, 2008; inhibition, % at 10 µM; actives 0.12% (n = 190,000); Bim-Bfl-1 binding inhibition;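 further: 0% = wells without compound plus tracer and 100% = blocker peptide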
RGS8-Gao reg = RGS8-Galphao binding modulators, primary screen, biochemical, multiplexed bead flow cytometry | Guanine nucleotide-binding protein G(o) subunit alpha (Homo sapiens), P09471 | actives lie on both sides | response (percent of control binding), % at 10 µM | actives 0.34% (n = 220,000); in the data active means response below about 60% or above about 140%; inactive means in between;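 further: Galphao activated as the GDP aluminium fluoride complex binding bead-coupled RGS8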
Target sequence (P09471 whole entry, looked up): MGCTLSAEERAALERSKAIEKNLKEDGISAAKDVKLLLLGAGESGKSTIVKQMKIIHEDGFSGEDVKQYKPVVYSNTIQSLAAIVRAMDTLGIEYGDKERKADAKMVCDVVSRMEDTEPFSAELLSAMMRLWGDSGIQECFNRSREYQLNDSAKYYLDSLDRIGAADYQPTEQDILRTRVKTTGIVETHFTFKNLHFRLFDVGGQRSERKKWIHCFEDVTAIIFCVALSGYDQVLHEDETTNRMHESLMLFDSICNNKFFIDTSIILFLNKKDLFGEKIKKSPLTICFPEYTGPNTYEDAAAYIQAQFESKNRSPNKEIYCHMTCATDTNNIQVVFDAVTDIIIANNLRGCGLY
RGS4-Gao reg = modulators of RGS4 binding to Galphao, primary screen, biochemical, multiplexed bead flow cytometry. actives 0.33% (n = 220,000). binding response (% of control), % at 10 µM. actives lie on both sides. Guanine nucleotide-binding protein G(o) subunit alpha (Homo sapiens), P09471; in the data active means binding response below about 49% or above about 150%; inactive means in between;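 further: fluorescent Galphao activated with aluminum fluoride binding bead-coupled RGS4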
RGS7-Gao = RGS7-Galphao binding modulators, primary screen, biochemical, multiplexed bead flow cytometry. actives 0.35% (n = 220,000). actives lie on both sides. binding response (% of control), % at 10 µM. Guanine nucleotide-binding protein G(o) subunit alpha (Homo sapiens), P09471; in the data active means binding response below about 49% or above about 150%; inconclusive means no clear call, values can overlap the other calls; inactive means in between;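 further: fluorescent Galphao held in activated GDP-AlF4 state binding bead-coupled RGS7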
Bcl-W Bim block = inhibitors of Bim binding to Bcl-W, primary screen, biochemical, multiplexed, bead-based flow cytometry; inhibition, % at 10 µM; actives 0.02% (n = 190,000); Bcl-2-like protein 2 (Homo sapiens), Q92843; Bim peptide-Bcl-W binding; AID 952, 2007;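 further: 0% = bound tracer without compound and 100% = peptide blocker; higher means less fluorescent Bim peptide bound to Bcl-W beads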
GSH bead fluor = compound fluorescence on glutathione beads, profiling panel, artefact control, biophysical, 488/530 nm, flow cytometry; fluorescence (KMESF) at 10 µM; actives 0.25% (n = 190,000); GSH beads flow cytometry, compound fluorescence 488/530 nm; active compounds read high; AID 1776, 2009; in the data active means fluorescence above about 89;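 further: glutathione beads carrying GST-tagged Bcl family fusion proteins plus one bare bead set; values are compound well signal with DMSO vehicle wells as background; inactives centre near 16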
Bim-Mcl-1 = inhibitors of Bim peptide binding to Mcl-1, primary screen, biochemical, bead-based flow cytometry, multiplex; Induced myeloid leukemia cell differentiation protein Mcl-1 (Homo sapiens), Q07820; Bim peptide-Mcl-1 binding; inhibition, % at 10 µM; actives 0.1% (n = 190,000); AID 1009, 2008;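 further: 0% = no compound tracer wells and 100% = peptide blocker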
Numbers without * were called inactive; ? = inconclusive; . = no result given. Unless noted, no stated cut-off is given here; in the data, active means inhibition above about 40%. Outcome played no part in choosing rows, and some 1.8% of all compounds hit somewhere here.

Mcl1-Bid inh	Bcl-XL Bim block	Bim-Bfl-1	RGS4-Gao reg	Bcl-B Bim block	RGS7-Gao	Bcl-2 Bim block	RGS8-Gao reg	Bim-Mcl-1	Bcl-W Bim block	GSH bead fluor	SMILES
-18.5	-2.0	0.0	101.6	-1.0	96.7	-5.0	97.6	-3.0	-5.0	16	N/C(=N\OC(=O)CCC1CCCCC1)c1ccccn1
.	-4.0	-2.0	93.4	0.0	93.5	-1.0	98.8	-1.0	0.0	35	Cc1oc(-c2ccccc2)[n+]([O-])c1C
-41.9	3.0	-3.0	102.2	-10.0	108.9	-3.0	103.2	-1.0	0.0	49	Nc1nc(-c2cccs2)c(NC(=O)c2ccccc2)s1
33.5	8.0	1.0	98.4	9.0	98.1	4.0	99.6	7.0	5.0	16	COc1ccc(-c2csc3nc(-c4ccccc4F)oc(=O)c23)cc1OC
-22.6	-2.0	-2.0	101.1	0.0	102.5	0.0	100.5	-1.0	-3.0	12	CC(C)CCNc1cc(=O)n(C)c(=O)n1C
14.7	-4.0	-6.0	112.7	-3.0	110.5	-2.0	109.1	0.0	-3.0	65	CO/N=C/c1ccc(Sc2ccccc2N)c([N+](=O)[O-])c1
-68.0	-11.0	-17.0	98.3	-9.0	100.4	-10.0	98.4	-2.0	-3.0	36	Cc1cccc(NC(=O)CSc2ncnc3nc[nH]c23)c1
-25.9	0.0	8.0	96.8	-38.0	103.6	1.0	98.6	-2.0	-1.0	19	S=c1[nH]nc(CNc2cccc(Cl)c2)o1
-12.2	-4.0	0.0	98.6	-3.0	97.5	-3.0	84.9	-3.0	-3.0	7	CCN(CC)S(=O)(=O)c1cccc(NC(=O)CCSc2ccc(Cl)cc2)c1
-2.6	-5.0	-2.0	102.5	-2.0	99.8	-2.0	101.3	-3.0	-7.0	12	Nc1ccc(C(=O)OCCCc2nc3ccccc3[nH]2)cc1
6.0	-8.0	-16.0	102.9	-10.0	98.3	-10.0	100.4	-3.0	-1.0	31	O=C(CSc1ccc(Cl)cc1)Nc1cccc(-c2nc3ncccc3o2)c1
-2.7	-2.0	2.0	.	-3.0	.	-2.0	.	-2.0	-1.0	17	CCOC(=O)c1c(NC(=O)C(C)S(=O)(=O)c2cn(CC)c3ccccc23)sc2c1CCCC2 (stereo not drawn)

(listing goes on)
Mcl1-Bid inh	Bcl-XL Bim block	Bim-Bfl-1	RGS4-Gao reg	Bcl-B Bim block	RGS7-Gao	Bcl-2 Bim block	RGS8-Gao reg	Bim-Mcl-1	Bcl-W Bim block	GSH bead fluor	SMILES
-41.2	-4.0	-2.0	101.2	0.0	101.6	-5.0	101.7	-3.0	-1.0	23	CCN(CC)CC(=O)c1c[nH]c2ccc(OC)cc12
-12.1	3.0	-2.0	99.8	0.0	102.1	5.0	104.6	0.0	0.0	10	COC(=O)CCC(=O)NNC(=O)CCCOc1ccc(Cl)cc1Cl
3.6	-2.0	9.0	97.9	-5.0	?	5.0	90.7	-2.0	0.0	16	COc1cccc(-n2c(-c3ccc4[nH]c(C)c(C)c4c3)n[nH]c2=S)c1
-5.7	-1.0	-1.0	107.3	-3.0	103.2	0.0	103.5	1.0	3.0	13	CSc1nc(Cc2ccccc2)cc(=O)[nH]1
-25.1	0.0	1.0	105.6	0.0	102.7	0.0	105.3	4.0	0.0	5	CCOC(=O)c1cnn(-c2ccccc2)c1-n1cccc1C(=O)C(=O)Nc1ccccc1C(F)(F)F
-30.3	-4.0	-4.0	103.5	-2.0	?	0.0	103.0	-1.0	-1.0	19	CCNC(=S)NCc1ccc(OC)c(OC)c1
-8.7	-9.0	3.0	100.6	-6.0	98.5	9.0	100.8	0.0	-3.0	22	CC1SC(c2ccc(Cl)cc2)NC1=O (stereo not drawn)
-42.9	1.0	-2.0	96.7	0.0	96.4	0.0	97.2	2.0	0.0	9	O=C1NC(=O)c2cc(NC(=O)C3COc4ccccc4O3)ccc21 (stereo not drawn)
-13.8	-5.0	-14.0	100.1	-10.0	99.0	-15.0	100.4	-3.0	0.0	9	COc1ccc(OC)c(C2=C[N+](=O)C(C)(C)C(C)(C)N2[O-])c1
-10.6	-6.0	-3.0	104.6	-2.0	?	-5.0	102.8	0.0	0.0	12	O=C1NC2(CCCCC2)C(=O)N1CCN1C(=O)c2ccccc2C1=O
-15.9	-2.0	-8.0	102.2	-7.0	102.4	-6.0	102.6	-1.0	1.0	53	O/N=C(/CN(O)/C=C1/C=CC=N1)c1cccs1
3.3	-1.0	-5.0	102.2	-5.0	102.4	-4.0	107.2	-1.0	-1.0	26	COc1ccccc1NC(=O)CCCc1nc(-c2ccc(OC)c(OC)c2)no1

Later entries:
Mcl1-Bid inh	Bcl-XL Bim block	Bim-Bfl-1	RGS4-Gao reg	Bcl-B Bim block	RGS7-Gao	Bcl-2 Bim block	RGS8-Gao reg	Bim-Mcl-1	Bcl-W Bim block	GSH bead fluor	SMILES
-14.8	-4.0	-12.0	96.0	-7.0	99.8	-7.0	99.9	0.0	-2.0	19	O=C(c1oc(=O)c2ccccc2c1-c1ccccc1)N1CCN(C2CCCCC2)CC1
14.3	-9.0	-19.0	92.0	-14.0	89.4	-13.0	93.9	-5.0	-3.0	38	CC(=O)C(Cc1cnc(Cl)s1)(Cc1cnc(Cl)s1)C(C)=O
-9.8	-1.0	0.0	103.7	-1.0	101.6	-2.0	103.1	-2.0	0.0	20	NC[C@H]1O[C@H](O[C@H]2[C@H](O)[C@@H](O[C@H]3O[C@H](CO)[C@@H](O)[C@H](N)[C@H]3O)[C@H](N)C[C@@H]2N)[C@H](N)C[C@@H]1O
4.0	-1.0	-3.0	99.5	0.0	102.3	0.0	102.0	0.0	-1.0	16	CC(C)c1nnc(NC(=O)CCC(=O)NC2CCCCCCC2)s1
0.8	8.0	-1.0	103.9	-2.0	100.5	-1.0	98.1	-2.0	-3.0	32	CN(CC(=O)O/N=C(\N)c1ccccn1)S(=O)(=O)c1cc(Cl)ccc1Cl
-17.5	-3.0	-7.0	93.6	-3.0	?	-1.0	95.2	0.0	0.0	11	Cn1cnnc1SCC(=O)Nc1ccc(Cl)cn1
2.0	-1.0	-10.0	101.9	-7.0	107.2	-9.0	100.4	0.0	1.0	24	COc1ccc(OC)c(C2CC(=O)c3c([nH]c(C(=O)OCC4CCCO4)c3C)C2)c1 (stereo not drawn)
-9.3	-2.0	0.0	89.8	1.0	92.2	-2.0	99.5	-2.0	-2.0	9	O=C(NCC(F)(F)F)Nc1ncccn1
-7.2	2.0	3.0	100.4	0.0	100.0	-3.0	102.1	-3.0	4.0	11	O=C(Nc1cccnc1)c1ccc2nc(-c3ccccc3)c(-c3ccccc3)nc2c1
-15.6	-3.0	0.0	99.6	-2.0	95.5	1.0	100.0	2.0	-1.0	25	NS(=O)(=O)c1ccc(-c2ccc(C=O)o2)cc1
-21.6	0.0	-4.0	95.1	-9.0	92.5	-2.0	95.5	-4.0	0.0	25	COc1cc(NC(=O)CSc2nc(C)c(C)c(C)n2)cc(OC)c1
-7.5	-3.0	-3.0	102.9	-1.0	99.1	0.0	98.8	-1.0	-3.0	11	COc1ccc(NC(=O)/C=C/c2ccccc2)cn1

4 compounds from above, sorted by molecular weight, descending:
Mcl1-Bid inh	Bcl-XL Bim block	Bim-Bfl-1	RGS4-Gao reg	Bcl-B Bim block	RGS7-Gao	Bcl-2 Bim block	RGS8-Gao reg	Bim-Mcl-1	Bcl-W Bim block	GSH bead fluor	SMILES
-2.7	-2.0	2.0	.	-3.0	.	-2.0	.	-2.0	-1.0	17	CCOC(=O)c1c(NC(=O)C(C)S(=O)(=O)c2cn(CC)c3ccccc23)sc2c1CCCC2 (stereo not drawn)
3.3	-1.0	-5.0	102.2	-5.0	102.4	-4.0	107.2	-1.0	-1.0	26	COc1ccccc1NC(=O)CCCc1nc(-c2ccc(OC)c(OC)c2)no1
-13.8	-5.0	-14.0	100.1	-10.0	99.0	-15.0	100.4	-3.0	0.0	9	COc1ccc(OC)c(C2=C[N+](=O)C(C)(C)C(C)(C)N2[O-])c1
-18.5	-2.0	0.0	101.6	-1.0	96.7	-5.0	97.6	-3.0	-5.0	16	N/C(=N\OC(=O)CCC1CCCCC1)c1ccccn1

New compounds follow:
Mcl1-Bid inh	Bcl-XL Bim block	Bim-Bfl-1	RGS4-Gao reg	Bcl-B Bim block	RGS7-Gao	Bcl-2 Bim block	RGS8-Gao reg	Bim-Mcl-1	Bcl-W Bim block	GSH bead fluor	SMILES
-34.9	-4.0	7.0	101.4	-2.0	101.4	2.0	99.1	-3.0	-1.0	11	Cc1ccc(C(=O)NCC(=O)OC(C)C(=O)Nc2ccc(N(C)C)cc2)s1 (stereo not drawn)
7.2	-2.0	-9.0	98.2	-2.0	97.8	0.0	101.4	7.0	1.0	4	CCCCCOc1ccccc1C(=O)NCC(=O)O
-8.2	-5.0	-2.0	100.7	-6.0	99.5	-2.0	102.2	-5.0	-5.0	5	COc1ccc(CCNC(=O)c2cc(C(=O)c3cc(C)ccc3O)cn(CCc3ccc(OC)cc3)c2=O)cc1
-31.7	-2.0	-7.0	98.4	-5.0	102.4	-4.0	100.2	0.0	-1.0	12	COc1ccc(-c2nc(CS(=O)CC(=O)NC3CCCc4ccccc43)c(C)o2)cc1OC (stereo not drawn)
-24.7	-2.0	-3.0	101.3	-4.0	98.7	-4.0	99.1	-1.0	1.0	14	CCn1ccnc1C(O)c1ccc(N(C)C)cc1 (stereo not drawn)
-76.0	7.0	-6.0	97.6	0.0	98.5	0.0	100.3	2.0	10.0	19	Cc1ccc(S(=O)(=O)Nc2ccccc2CNc2c(C)n(C)n(-c3ccccc3)c2=O)cc1
1.9	-3.0	0.0	102.5	6.0	99.6	0.0	101.7	0.0	0.0	18	CC(C)[C@@H]1NC(=O)c2cc([N+](=O)[O-])cc(I)c2OCC[C@@H](C(N)=O)NC(=O)[C@H](CCC(=O)O)NC1=O

Source: PubChem BioAssay
